Screens deposited in PubChem by Icahn School of Medicine at Mount Sinai.
ROC1-CUL1 inh: inhibitors of human ROC1-CUL1 ubiquitin ligase activity | E3 ubiquitin-protein ligase RBX1 (Homo sapiens) + Cullin-1 (Homo sapiens), P62877+Q13616 | in vitro K48 di-Ub FRET, acceptor:donor ratio, 45 min | inhibition, % at 10 µM | 0.6% of 140,000 active; in the data active means inhibition above about 25%
Target sequence (P62877 whole entry, looked up): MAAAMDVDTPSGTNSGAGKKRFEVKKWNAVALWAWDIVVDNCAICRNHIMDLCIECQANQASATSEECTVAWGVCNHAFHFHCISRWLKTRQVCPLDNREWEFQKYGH
Target sequence (Q13616 whole entry, looked up): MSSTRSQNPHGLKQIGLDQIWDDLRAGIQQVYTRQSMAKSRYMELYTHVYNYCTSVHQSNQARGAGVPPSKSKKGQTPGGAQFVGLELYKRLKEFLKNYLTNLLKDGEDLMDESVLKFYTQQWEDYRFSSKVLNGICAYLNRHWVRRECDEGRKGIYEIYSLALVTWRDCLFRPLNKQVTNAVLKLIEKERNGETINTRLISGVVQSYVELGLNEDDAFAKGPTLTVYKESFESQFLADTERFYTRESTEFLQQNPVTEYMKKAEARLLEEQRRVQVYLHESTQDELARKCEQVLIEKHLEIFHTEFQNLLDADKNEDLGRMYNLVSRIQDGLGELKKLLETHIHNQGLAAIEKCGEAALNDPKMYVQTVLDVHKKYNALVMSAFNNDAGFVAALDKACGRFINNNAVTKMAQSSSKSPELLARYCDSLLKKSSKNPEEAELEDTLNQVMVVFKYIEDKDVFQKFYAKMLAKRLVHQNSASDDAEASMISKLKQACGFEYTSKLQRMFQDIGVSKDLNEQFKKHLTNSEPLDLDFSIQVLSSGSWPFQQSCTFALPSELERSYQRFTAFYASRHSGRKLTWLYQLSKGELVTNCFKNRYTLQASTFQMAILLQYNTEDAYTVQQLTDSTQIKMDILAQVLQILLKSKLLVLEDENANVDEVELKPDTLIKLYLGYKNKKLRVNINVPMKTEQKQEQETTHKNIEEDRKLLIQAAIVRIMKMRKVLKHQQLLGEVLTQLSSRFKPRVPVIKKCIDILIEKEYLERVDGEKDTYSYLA
Numbers without * were called inactive. Only part of the results is shown, so the mix of outcomes need not match the whole.

SMILES	ROC1-CUL1 inh
CCOc1ccc(CCNC(=O)c2ccc(Nc3nc4ccccc4n4nnnc34)cc2)cc1OCC	2.4
CCCCCc1ccc(-c2ccc(-c3nc(CCC)no3)cc2)cc1	-6.8
Cc1ccccc1N=CC1C(=O)NC(=O)N(c2cccc(Cl)c2)C1=O (stereo unspecified)	2.1
COc1ccc(OC)c(-n2nnc(-c3nc(-c4cc(OC)c(OC)c(OC)c4)no3)c2C)c1	1.2
Cc1cc2c(cc1C)NC(=O)CC(C(F)(F)F)=N2	-6.5
C=C1c2cc(C)ccc2NC(=O)N1c1ccccc1	-6.7
CCOc1ccc(-n2nc3ccc(NC(=O)Cc4ccccc4)cc3n2)cc1	-5.9
O=C(Nc1ccc(Cl)cc1)c1cnn2c1N=C(c1ccccc1)CC2c1ccccc1 (stereo unspecified)	4.6
O=C(CSc1nc2ccc(NC(=O)c3ccc(F)cc3)cc2s1)NC1CCCCC1	-2.7
COC(=O)NNS(=O)(=O)c1ccc(C)cc1	-0.4
CCSc1ncc(Cl)c(C(=O)N(Cc2ccccc2)Cc2ccco2)n1	1.0
COc1ccccc1-c1nc2n(n1)C(c1ccccc1Cl)C(C(=O)Nc1cccnc1)C(C)=N2 (stereo unspecified)	-9.2
CCC(O)C1CCN(C(=O)CC2(c3ccccc3)CC(=O)N(CCCOc3cccnc3)C2=O)CC1 (stereo unspecified)	-3.2
Cc1cc(C)cc(NC(=O)Cn2c(=O)n(CC(=O)NCCc3ccccc3)c(=O)c3ccccc32)c1	-14.2
COc1ccc(-n2c(=O)c3c4c(sc3n3c(SCCc5ccccc5)nnc23)CCCCC4)cc1	6.2
O=C(CSc1ncc2c(n1)-c1cc(Cl)ccc1N(Cc1ccccc1)S2(=O)=O)NCc1ccccc1	9.8
Cc1ccc(NC(=O)Cn2nnc(C(=O)NCc3cccs3)c2N)cc1Cl	-5.7
O=C(COC(=O)c1cn(-c2ccccc2)nc1-c1ccccc1)c1ccc2ccccc2c1	4.7
Cc1ccc(OC(C)C(=O)N2CCN(c3ccc(F)cc3)CC2)cc1C (stereo unspecified)	7.0
CN1C(=O)CC(C(=O)Nc2ccc(C(=O)O)cc2)SC1=Nc1cc(Cl)ccc1Cl (stereo unspecified)	9.8

Structural class, the compounds so far containing four or more nitrogen atoms
SMILES	ROC1-CUL1 inh
CCOc1ccc(CCNC(=O)c2ccc(Nc3nc4ccccc4n4nnnc34)cc2)cc1OCC	2.4
COc1ccc(OC)c(-n2nnc(-c3nc(-c4cc(OC)c(OC)c(OC)c4)no3)c2C)c1	1.2
CCOc1ccc(-n2nc3ccc(NC(=O)Cc4ccccc4)cc3n2)cc1	-5.9
O=C(Nc1ccc(Cl)cc1)c1cnn2c1N=C(c1ccccc1)CC2c1ccccc1 (stereo unspecified)	4.6
COc1ccccc1-c1nc2n(n1)C(c1ccccc1Cl)C(C(=O)Nc1cccnc1)C(C)=N2 (stereo unspecified)	-9.2
Cc1cc(C)cc(NC(=O)Cn2c(=O)n(CC(=O)NCCc3ccccc3)c(=O)c3ccccc32)c1	-14.2
COc1ccc(-n2c(=O)c3c4c(sc3n3c(SCCc5ccccc5)nnc23)CCCCC4)cc1	6.2
O=C(CSc1ncc2c(n1)-c1cc(Cl)ccc1N(Cc1ccccc1)S2(=O)=O)NCc1ccccc1	9.8
Cc1ccc(NC(=O)Cn2nnc(C(=O)NCc3cccs3)c2N)cc1Cl	-5.7

Next section:
SMILES	ROC1-CUL1 inh
Cc1ccc(OC2CCN(Cc3ccncc3)CC2)c(C(=O)N2CCNC(=O)C2)c1	-5.9
CCc1cccc2c(CC3=NC(=S)N(C)C3=O)cn(CC(=O)N3CCCCCC3)c12	-0.6
O=C(NCCN1CCCC1)c1cccc(F)c1	-4.9
COc1ccc(CCNC(=O)CN(c2ccccc2)S(=O)(=O)N(C)C)cc1	10.1
CCOc1cc(C)c(S(=O)(=O)N2CCCC2)cc1C	-2.1
Cc1ccc(OCc2nc(-c3ccc(C(=O)N4CCN(c5cc(Cl)ccc5C)CC4)cc3)oc2C)cc1	1.1
O=C(C1=C(N2CCOCC2)Cc2ccccc21)c1ccc(Cl)cc1	-6.8
CCCCCc1ccc(-c2ccc(-c3nnc(-c4ccccc4Cl)o3)cc2)cc1	0.9
CC(=O)N1CCC(Oc2ccc(Cl)cc2C(=O)NC2CCCCC2)CC1	21.1
CN(CC(=O)NCc1ccc(Cl)cc1)S(=O)(=O)c1ccc2[nH]c3c(c2c1)CCCC3	-8.3
O=C(CCN1CCCCO1)N1CCCC(CNS(=O)(=O)c2cccs2)C1 (stereo unspecified)	4.0
CCOC(=O)c1nc(NCc2ccc(Cl)cc2)c2c(C)noc2n1	-0.3
CCCC(=O)Nc1ccc2oc(-c3ccc(O)c(Br)c3)nc2c1	4.1
CCCn1c(SCc2nc(-c3ccccc3OCC)no2)nnc1-c1ccc(Cl)cc1	-0.2
NS(=O)(=O)c1ccc(NC(=O)c2csnn2)cc1	-6.7
CC1=C(C(=O)OC(C)C)C(c2cncc(-c3ccc(F)cc3)c2)C(C#N)C(=N)O1 (stereo unspecified)	6.2
NS(=O)(=O)c1ccc(NC(=O)CS(=O)(=O)Cc2ccccc2)cc1	3.2
Cc1cccc(CN2CCOC(CCCc3ccccc3)C2)n1 (stereo unspecified)	-7.3
COc1ccc(OCC(=O)Nc2nc(-c3ccc(Br)cc3)ns2)cc1	4.8
O=C(CN1C(=O)S/C(=C\c2ccc(Cl)cc2)C1=O)Nc1ccc(C(=O)O)cc1	5.5
O=C(c1ccccc1)N(Cc1ccco1)C1(C(=O)Nc2ccc(Br)cc2)CCCCC1	-10.1
CCCOc1ccc(/C=C/C(=O)Nc2sc(C)c(C)c2C(=O)OCC)cc1OC	-3.7
CCOC(=O)c1c(C)nc(-c2ccccc2)nc1SCC#N	-8.3
CC(C)(C)CN1CCCC1C(=O)Nc1ccccc1Oc1cccnc1 (stereo unspecified)	8.7
S=c1[nH]c2sc3ccccc3c2s1	-1.4
COc1cccc(-c2n[nH]c3c2CN(CCCn2cccn2)CC3)c1	1.3
Cc1cc(C)cc(NC(=O)CCS(=O)(=O)c2cccc3nsnc23)c1	-0.6
CC(=O)c1ccc(NC(=O)c2nc(-c3ccccc3)n(-c3ccccc3)n2)cc1	-0.3
CCOc1ccc(-c2nonc2NC(=O)c2ccc(C)cc2)cc1OCC	4.6
Cc1nc(N2CCC(C(N)=O)CC2)c2oc3ccccc3c2n1	-11.7

The last 2 entries of the section above open the next one.
SMILES	ROC1-CUL1 inh
CCOc1ccc(-c2nonc2NC(=O)c2ccc(C)cc2)cc1OCC	4.6
Cc1nc(N2CCC(C(N)=O)CC2)c2oc3ccccc3c2n1	-11.7
Cc1cc2nc(SCC(=O)c3ccc(Cl)c(Cl)c3)[nH]c2cc1C	-7.0
COc1ccc(NC(=O)CCC2CCCN(C(=O)c3ccc4c(c3)OCO4)C2)c(C)c1 (stereo unspecified)	1.3
COc1ccc(Cl)cc1C(=O)NCC(c1ccc(N(C)C)cc1)N1CCOCC1 (stereo unspecified)	-2.8
CCCOc1cccc(OCC(=O)Nc2nc3ccccc3[nH]2)c1	4.5
CC1CC(C)CN(C(=O)c2cc(-c3ccc(C(C)C)cc3)nc3ccc(Br)cc23)C1 (stereo unspecified)	-12.7
Cc1ccc(CCNC(=O)CN2C(=O)COc3ccc(S(=O)(=O)N4CCCCC4)cc32)cc1	6.3
CCn1c(=O)c2c(nc3n(CCN4CCOCC4)c(C)cn23)n(C)c1=O	8.5
CC(Nc1cccc(Cl)c1)C(=O)N/N=C/c1cc(Cl)cc([N+](=O)[O-])c1O (stereo unspecified)	2.4
COc1cncc(-c2cnn(CC(=O)Nc3ccnn3-c3ccccc3)c2)c1	-0.3
COc1ccc(CNCC2CCNCC2)cc1OC	8.5
CC#CC(=O)N1CCCCC1C(=O)Nc1ccc(-n2nc(C)cc2C)cc1 (stereo unspecified)	7.8
Cc1[nH]ncc1C(=O)N1CCC(C2CCN(c3ncccn3)CC2)C1 (stereo unspecified)	-10.0
Cc1ccc(-c2nc3scc(CCNS(=O)(=O)c4ccc(F)c(C)c4)n3n2)cc1	-3.6
CCCCCOc1ccc(CSc2nnc(CC)n2N)cc1	-9.1
CCc1ccc(-n2c(SCc3cccc(F)c3)nc3[nH]ncc3c2=O)cc1	11.6
CCC(CC)NC(=O)C1CC(=O)N(c2ccc(NC(C)=O)cc2)C1 (stereo unspecified)	4.5
O=C(O)c1ccc(-n2nc(C(F)(F)F)c3c2-c2ccoc2CC3)cc1	0.3
CCN1CCN(CC(O)COc2ccc(CN3CCCCO3)cc2OC)CC1 (stereo unspecified)	-5.9
CCOC(=O)c1c(NC(C)=O)c2c3c(sc2n1Cc1cccc(Cl)c1)CCCC3	-4.2
CC1=CC2=NC(=O)C(C(=O)NCc3ccc(C)cc3)C(=O)N2C=C1 (stereo unspecified)	0.2
C=CCn1c(C)nc2c(sc3nc4c(cc32)COC(C)(C)C4)c1=O	-3.7
O=C(Nc1ccc2nc(SCc3cccc4ccccc34)sc2c1)c1cccc2ccccc12	-13.4
Cc1cccc(C(=O)NCC(c2ccc3c(c2)OCO3)N2CCN(c3ccccc3F)CC2)c1 (stereo unspecified)	-4.2
CCCn1c2ccc(N)cc2c2cc(N)ccc21	0.4
COc1ccc(NC(=O)CSc2nc3sc4c(c3c(=O)n2-c2ccccc2)CCCC4)cc1	12.9
COCC1CCCN(C(=O)c2ccc(N(C)CCn3ccnc3C)nc2)C1 (stereo unspecified)	13.3
COc1ccccc1N(CC(=O)NCCSCc1ccccc1Cl)S(C)(=O)=O	-9.1
CN(c1ccccc1)C1NS(=O)(=O)C2CCCCC12 (stereo unspecified)	8.6
C=C(C)COc1ccccc1C(=O)Nc1ccccc1O	6.8
CCCCn1nnc(NC(=O)c2ccc(Br)cc2)n1	4.3
CCOc1c(OC)cccc1C1CC(=O)Nc2cc3c(cc21)OCCO3 (stereo unspecified)	5.8
Cn1c(=O)[nH]c(=O)c2c1nc1[nH]c(C(C)(C)C)cn12	-2.8
CC(C)N=C(NS(=O)(=O)c1cccs1)c1ccccc1	4.9
CC(C)c1ccc(CN2CCCC(O)(CN3CCN(C(C)C)CC3)C2=O)cc1 (stereo unspecified)	3.7
COCC(=O)N1CCCC1C(=O)Nc1ccc(-c2cccc(OC)c2)cc1 (stereo unspecified)	-4.5
Fc1cc(CNc2nc3nonc3nc2N2CCOCC2)cc(C(F)(F)F)c1	1.7
COc1cc(SC)ccc1C(=O)N1CCCC(C)C1 (stereo unspecified)	8.7
COC(=O)c1ccc(NC(=O)CC2Nc3cc(C)c(C)cc3NC2=O)cc1 (stereo unspecified)	6.6
Cc1cc(-c2ccccc2)nc(Cl)c1C#N	2.6
CC(=O)Nc1cnn(-c2ccc(C(=O)N3CCC(C(O)(c4ccccc4)c4ccccc4)CC3)cc2)c1	-6.2
CN1C(=O)/C(=C/c2cccc(O)c2)SC1=Nc1ccc(Cl)cc1	-0.8
CCOC(=O)c1cc2ccccc2n1C	-0.4
Cc1ccc(OCc2n[nH]c(=S)n2-c2ccccc2)cc1C	11.8
CCCOc1ccc(-c2csc3ncn(Cc4ccc(C(=O)OC)cc4)c(=O)c23)cc1	8.2
COCc1ccc(C(=O)Nc2ccc(-c3nc(CNC(=O)CC4=CCCCC4)c(C)o3)cc2)o1	2.8
CCC(=O)N1CCN(c2ccc(NC(=O)c3ccc(OC)cc3OC)cc2)CC1	-4.8
Cc1ccc(Cl)cc1N1CCN(C(=O)CN2C(=O)COc3ccc(S(=O)(=O)N4CCC(C)CC4)cc32)CC1	-3.1
CCOC(=O)c1cc(OC(=O)c2cc(OC)cc(OC)c2)n(-c2ccccc2)n1	-1.4
Cc1cccc(C(=O)NC2(C(F)(F)F)N=C(c3ccccc3)N(C3CCCCC3)C2=O)c1 (stereo unspecified)	0.7
CCN(CC)CCNC(=O)c1cc(=O)c2cc(OC)ccc2[nH]1	3.7

(listing goes on)
SMILES	ROC1-CUL1 inh
Cc1ccc(C(=O)C2C(=O)C(=O)N(CCN(C)C)C2c2cccc(OCc3ccccc3)c2)o1 (stereo unspecified)	3.3
COc1ccccc1OCC(=O)n1nc(C)cc1C	-5.1
CCCCC1NC(=S)N(C2CCCCC2)C1=O (stereo unspecified)	10.9
CCOC(=O)c1c(C)[nH]c(CCC(=O)Nc2c(Cl)cc(OC)cc2OC)c1C	-6.5
CCOC(=O)c1c(NC(=O)C(C)Oc2ccc(OC)cc2)sc2c1CCCC2 (stereo unspecified)	4.4
CCc1ccc(C2c3c(-c4ccccc4O)n[nH]c3C(=O)N2Cc2ccncc2)cc1 (stereo unspecified)	-2.5
COc1ccc(Br)cc1CNC(=O)c1nn(-c2ccc(C)cc2)c(=O)c2c1c1ccccc1n2C	-6.6
O=S(=O)(O)c1cccnc1SCc1ccccc1	2.8
COc1ccc(NC(=S)NNC(=O)C(C)n2nc(C)c([N+](=O)[O-])c2C)cc1 (stereo unspecified)	-4.8
c1csc(CN(CCN2CCCCC2)CC2CCCN(C3CCCC3)C2)n1 (stereo unspecified)	1.2
O=C(NC(CCc1ccccc1)c1ccc2c(c1)OCCO2)c1cccc(Br)c1 (stereo unspecified)	5.3
Cc1ccc(NC(=O)CCN2C(=O)c3ccccc3Sc3ncccc32)cc1	4.2
CCC(=O)Nc1sc2c(c1C#N)CCC(CC)C2 (stereo unspecified)	-5.0
Cc1ccc(OCC(=O)NNC(=S)NC(=O)c2cccc([N+](=O)[O-])c2)cc1	-5.0
Cc1ccccc1-c1cnc(-c2ccncc2)nc1C1CCCN(Cc2ccsc2)C1 (stereo unspecified)	7.4
O=C(NC1(C(F)(F)F)C(=O)N=C2C1C(=O)NC(=O)N2c1ccc(F)cc1)c1ccccc1 (stereo unspecified)	-0.2
COc1ccc(CC(=O)Nc2nnc(C34CC5CC(CC(C5)C3)C4)s2)cc1	2.2
COc1cccc(-c2nc(S(=O)(=O)c3ccccc3)c(NCc3ccccc3)o2)c1	6.3
O=C(CCn1cnc2ccccc2c1=O)N1CCCC(Nc2ccc3c(c2)OCCO3)C1 (stereo unspecified)	1.5
Cc1ccccc1COc1ccc(C2c3c(n[nH]c3C)OC(=N)C2C#N)cc1 (stereo unspecified)	-9.6
COc1ccc(S(=O)(=O)N(CC(=O)Nc2cc(C)ccc2OC)Cc2ccccc2)cc1	15.0
O=C(c1cnccn1)N1CCCC(CCc2ccccc2)C1 (stereo unspecified)	-0.7
COc1ccccc1NC(=O)Cn1cc(C(=O)c2ccncc2)c(=O)c2cc(C)ccc21	-9.1
